influenza NS1A = NS1A inhibition, H1N1 influenza, cell based functional assay (AID 504329); NS1A functional cell-based assay, percent inhibition; higher % means a stronger effect; inhibition, % at 12.5 µM, or IC50 in µM where a hit was titrated; 340,000 compounds, 0.3% hits; in the data active means a potency from the dose series; inconclusive means inhibition above about 27% without an active follow-up result; further: strong numbers were not always called active
VEEV TC-83 Vero = inhibitors of VEEV TC-83 cytopathic effect, confirmation, Vero cells (AID 588727). Vero cells, VEEV TC-83 cytopathic effect inhibition; higher % means a stronger effect. inhibition, % at 20 µM, or IC50 in µM where a hit was titrated. 350,000 compounds, 0.13% hits; in the data active means a potency from the dose series; inconclusive means inhibition mostly from about 14% at the one dose, without a potency; inactive means the rest, 99 in 100 with inhibition below about 12%; further: strong numbers were not always called active
M. tuberculosis = growth inhibition of non-replicating M. tuberculosis (AID 488890). Mycobacterium tuberculosis non-replicating, growth inhibition; higher % means a stronger effect. inhibition, % at 25 µM; hits with a dose series show IC50 in µM. 320,000 compounds, 0.39% hits; in the data active means a potency from the dose series; inconclusive means inhibition mostly from about 82% at the one dose, without a potency; inactive means the rest, 99 in 100 with inhibition below about 76%;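 further: plate controls were DMSO cells for no effect and high antibiotic wells for full effect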
PhoP GFP inhibition = Inhibition of PhoP regulon, Salmonella typhi GFP reporter cells, confirmation, 4 h (AID 1850); Salmonella Typhi PhoP-promoter GFP reporter, fluorescence, 4 h; higher % means a stronger effect; inhibition, % at 50 µM; hits with a dose series show IC50 in µM; 310,000 compounds, 0.33% hits; in the data active means a potency from the dose series; inconclusive means inhibition mostly from about 25% at the one dose, without a potency; inactive means the rest, 99 in 100 with inhibition below about 19%;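 further: 0% = induced wells with vehicle and 100% = uninduced wells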
H37Rv inhibition = M. tuberculosis growth inhibition, HTS (AID 449762); M. tuberculosis H37Rv growth inhibition, 7H9 media; higher % means a stronger effect; inhibition, % at 25 µM, or IC50 in µM where a hit was titrated; 330,000 compounds, 0.59% hits; in the data active means a potency from the dose series; inconclusive means inhibition above about 70% without an active follow-up result;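 further: bacterial growth assessed after seven days of incubation; strong numbers were not always called active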
VEEV TC-83 Vero 10K pilot screen = recorded beside VEEV TC-83 Vero, whose call it bears; inhibition, %; measured here: 10K pilot screen inhibition
Numbers without * were called inactive; i = inactive; ? = inconclusive; / = no result given.

Start of the listing, in advance (seven entries):
SMILES	influenza NS1A	VEEV TC-83 Vero	M. tuberculosis	PhoP GFP inhibition	H37Rv inhibition	others
COc1ccc(CN2CCCC(C(=O)Nc3cccc(-n4cccn4)c3)C2)cc1 (stereo not given)	2%	0.4%	22%	6%	8%
O=C(NCC1CCN(S(=O)(=O)c2ccccc2)CC1)Nc1ccccc1	-1%	0.3%	2%	-3%	2%
Cc1nc(N)[nH]c(=O)c1CCC(=O)OCC(C)C	-6%	1.1%	-3%	-4%	-4%
O=C(Nc1ccc2c(c1)OCCO2)c1cnn(-c2ccccc2)n1	-6%	1.9%	?	/	-5%
COc1ccc(OC)c(C(O)C(C)N)c1 (stereo not given)	0%	i	-3%	-2%	-6%
O=C(Nc1cccc(-n2cnnn2)c1)c1cccc(Cl)c1	-2%	2.8%	-7%	11%	0%
COc1ccc(N2CCN(C(=O)Cn3c(=O)[nH]c4ccccc4c3=O)CC2)cc1	/	/	0%	-5%	3%

The list itself (from the top)
SMILES	influenza NS1A	VEEV TC-83 Vero	M. tuberculosis	PhoP GFP inhibition	H37Rv inhibition	others
COc1ccc(CN2CCCC(C(=O)Nc3cccc(-n4cccn4)c3)C2)cc1 (stereo not given)	2%	0.4%	22%	6%	8%
O=C(NCC1CCN(S(=O)(=O)c2ccccc2)CC1)Nc1ccccc1	-1%	0.3%	2%	-3%	2%
Cc1nc(N)[nH]c(=O)c1CCC(=O)OCC(C)C	-6%	1.1%	-3%	-4%	-4%
O=C(Nc1ccc2c(c1)OCCO2)c1cnn(-c2ccccc2)n1	-6%	1.9%	?	/	-5%
COc1ccc(OC)c(C(O)C(C)N)c1 (stereo not given)	0%	i	-3%	-2%	-6%
O=C(Nc1cccc(-n2cnnn2)c1)c1cccc(Cl)c1	-2%	2.8%	-7%	11%	0%
COc1ccc(N2CCN(C(=O)Cn3c(=O)[nH]c4ccccc4c3=O)CC2)cc1	/	/	0%	-5%	3%
CNc1c(NS(=O)(=O)c2ccc(OC)c(Cl)c2)c(=O)oc2ccccc12	1%	3.0%	-13%	-6%	-1%
C=CCn1c(=O)c(C(=O)NCCNCC)c(O)c2ccccc21	-5%	0.2%	-13%	14%	4%
CCC(C)[C@H](NC(=O)N1CCCC1)C(=O)O (stereo not given in full)	-5%	1.2%	-6%	8%	13%
CCOC(=O)[C@@H](C)N(C(=O)OC(C)(C)C)S(=O)(=O)N(Cc1ccccc1)[C@H](C(=O)OC)C(C)C	-12%	i	/	/	/
CCC(=O)N1c2ccccc2[C@@H](N(C(C)=O)c2ccccc2)C[C@H]1C	6%	6.8%	-7%	-5%	-13%
COc1cccc(C(=O)NN2CCOCC2)c1	6%	i	-7%	14%	-11%
CC(=O)Nc1ccc2c(CSc3nnc(-c4cccnc4)n3-c3ccc(C)cc3C)cc(=O)oc2c1	6%	0.6%	0%	-6%	1%
N#CCCN(C(=O)COC(=O)c1cc2ccccc2oc1=O)c1ccccc1	-1%	3.1%	-4%	/	1%
CC(=O)Nc1ccc(NC(=O)CSc2nc3ccccc3c(=O)n2CCCN2CCOCC2)cc1	3%	8.4%	5%	/	7%
CC1=C(C(=O)OCc2ccc3c(c2)OCO3)C(c2ccccc2)NC(=O)N1 (stereo not given)	0%	5.8%	28%	-2%	0%
COc1cc(S(=O)(=O)N2CCOCC2)cc(C(=O)OCC(=O)NC2CCCCC2)c1OC	-8%	4.7%	/	/	-9%
Cc1cc(C)nc(SCCC(=O)Nc2ccc(F)cc2)n1	-4%	0.7%	-1%	21%	-5%
O=C(CCc1ccc(O)cc1)N1C[C@H]2C[C@@H](C1)c1cccc(=O)n1C2	-3%	i	4%	5%	-8%
NC(=O)C1CCN(c2nc(-c3ccccc3)nc3c2oc2ccccc23)CC1	1%	i	/	/	/
Cn1c(SC/C=C/c2ccccc2)nnc1-c1cnccn1	-1%	2.7%	-3%	-13%	-5%
CN1C(=O)CSC1=NC12CC3CC(CC(C3)C1)C2	2%	0.2%	-4%	-2%	-8%
C=CCNC(=S)NCC1COc2ccccc2O1 (stereo not given)	-3%	0.1%	26%	-5%	-4%
Cn1cc([N+](=O)[O-])c(C(=O)N/N=C/c2ccccc2)n1	0%	0.7%	-14%	-4%	-12%
COC(=O)C1=C(c2ccc(F)cc2OCc2ccccc2)C[C@@H]2CC[C@H]1N2C(=O)NCCOc1ccc(OC)cc1	-2%	5.6%	50%	/	9%
O=C(CCn1c(=O)c2sccc2n(Cc2cc(=O)n3ccccc3n2)c1=O)NCc1ccco1	-4%	2.9%	16%	-3%	-11%
O=C(O)c1ccc(OCC(O)Cn2c3ccccc3c3ccccc32)cc1 (stereo not given)	5%	1.4%	10%	4%	9%
CSc1ccc(/C=N/NC(=O)c2ccccc2Cl)cc1	12%	0.8%	38%	-3%	6%
Cc1nc(-c2cccc(-c3noc(C)n3)c2)no1	-2%	i	4%	-4%	0%	VEEV TC-83 Vero 10K pilot screen=1.8
COC(=O)Cc1csc(NC(=O)c2ccc3ncsc3c2)n1	-4%	9.2%	11%	/	3%
CC(=O)NN1C(=O)/C(=C\c2ccc(Br)o2)SC1=S	7%	0.9%	-2%	-5%	-7%
CC(=O)Nc1ccc(S(=O)(=O)N2CCC3(CC2)CC(=O)c2ccccc2O3)cc1	-8%	3.6%	7%	2%	-13%
CC1CN=C(NCc2ccccc2Cl)S1 (stereo not given)	-6%	i	1%	0%	0%
CSC(=O)CC(=O)NC(=O)c1ccccc1	-2%	i	-10%	-2%	-9%
COc1ccccc1N1C(=O)C2CC=CC(C)C2C1=O (stereo not given)	7%	1.7%	-8%	-24%	8%
NS(=O)(=O)c1ccc(N2CCN(S(=O)(=O)Cc3ccccc3)CC2)nc1	-14%	i	-1%	/	1%
CCN(CC)S(=O)(=O)c1ccc(NC(=O)COC(=O)CNC(=O)C2CCCCC2)cc1	-3%	1.7%	/	/	/
CCOc1cc(N2CCOCC2)c(OCC)cc1NC(=O)C1=NN(c2cccc(C)c2)C(=O)CC1	3%	8.5%	52%	-7%	?
COC(=O)[C@H](CCSC)NC(=O)NCc1cccs1	-2%	1.3%	12%	-7%	-8%
O=C(CNC(=O)c1cccc(OC(F)F)c1)OCc1cc(=O)n2cc(Br)ccc2n1	10%	i	24%	-9%	5%
Cc1ccc2nc(SCC(=O)N3CCC(C)CC3)nc(=O)n2c1	-16%	1.3%	-18%	5%	-5%
O=C(CN(c1ccccc1)S(=O)(=O)c1ccccc1)NCCSCc1ccco1	-5%	0.5%	10%	-1%	-8%
CCCCCn1c(CN2CCN(C(=O)OCC)CC2)nc2c1c(=O)n(C)c(=O)n2C	-7%	i	-16%	-6%	-1%
Nc1ccc[n+](Cc2ccccn2)c1	-5%	0.3%	-3%	3%	0%
O=C(COC(=O)C1(c2ccc(F)cc2)CCCC1)N1CCOCC1	-7%	0.3%	8%	-2%	-2%
On1c(-c2ccccc2)nc2ncccc21	-9%	i	5%	4%	3%
Cn1nc(C(=O)OCCN2C(=O)c3ccccc3C2=O)c2ccccc2c1=O	7%	0.4%	-1%	11%	18%
COc1ccc(C(=O)Nc2ccc(NC(=O)CSc3nnc(-c4ccncc4)n3C)cc2)cc1	1%	i	-3%	1%	-2%
c1ccc2c(NC3=NCCS3)cccc2c1	-5%	1.0%	22%	-5%	1%
CN(CC(=O)N1CCc2ccccc21)S(=O)(=O)c1cccc2cccnc12	0%	9.2%	-16%	-6%	-6%
O=C(Nc1nc2cc3c(cc2s1)OCCO3)C1=COCCO1	-17%	5.3%	17%	8%	-1%
Cc1c(NS(=O)(=O)c2cc(C(=O)O)ccc2Cl)c(=O)n(-c2ccccc2)n1C	7%	0.3%	-11%	-13%	1%
CCCCC[C@@H]1C=C(C(=O)O)[C@H](c2ccc(CC)cc2)N1S(=O)(=O)c1ccc(C)cc1	1%	0.7%	53%	/	5%
Cc1nn(-c2ccccn2)c2c1C(=O)CC(C)(C)C2Br (stereo not given)	-8%	0.2%	11%	13%	1%
CCn1c(CS(=O)Cc2ccc(Cl)cc2Cl)nnc1SCc1c(Cl)cccc1Cl (stereo not given)	1%	2.1%	13%	-6%	3%
CC1CCCN(CC(O)CN2CCN(CC(O)CN3CCCC(C)C3)C(C)C2)C1 (stereo not given)	0%	i	/	/	/
COc1ccc(N/C=C2/CCCCC2=O)cc1	-1%	0.3%	18%	7%	?
O=C(Nc1ccc(S(=O)(=O)N2CCc3ccccc32)cc1)c1ccco1	3%	0.8%	39%	2%	-11%
Cc1ccc(Cn2c([N+](=O)[O-])cnc2C)cc1	0%	0.5%	-7%	-4%	3%
(further entries)
SMILES	influenza NS1A	VEEV TC-83 Vero	M. tuberculosis	PhoP GFP inhibition	H37Rv inhibition	others
O=[N+]([O-])c1ccc(O)c2cccnc12	-4%	0.9%	11%	2%	-13%
O=C(/C=C/c1cccc(F)c1)N1CCc2ccccc21	-2%	0.3%	53%	2%	2%
Fc1ccc(-c2cc(C(F)(F)F)nc(-n3cncn3)n2)cc1	-24%	i	-9%	2%	-5%
COc1ccc(NC(=O)C2CCN(S(=O)(=O)c3c(C)noc3/C=C/N(C)C)CC2)cc1	1%	1.7%	4%	2%	-6%
CCOc1ccc(NC(=O)CN(C)S(=O)(=O)c2ccc3c(c2)CCC(=O)N3)cc1	-6%	2.3%	28%	-5%	6%
O=C(Nc1ccccn1)c1ccc2nc(-c3ccccc3)c(-c3ccccc3)nc2c1	/	/	-12%	-6%	-8%
Cc1ccc(C)c(C(=O)C(C)OC(=O)c2cccn2C)c1 (stereo not given)	-6%	6.7%	25%	1%	-8%
COCCn1c(Cc2cccn2C)nnc1SCC(=O)Nc1nccs1	11%	i	-3%	0%	0%
COc1cccc(/C=C/C(=O)OCC(=O)c2ccccc2)c1OC	-14%	6.1%	41%	/	4%
Cc1[nH]c(=O)[nH]c(=O)c1/C=N/NC(=O)[C@H](CC(C)C)NC(=O)OC(C)(C)C	-4%	0.3%	-4%	-2%	0%
O=C(COC(=O)CCC(=O)Nc1nccs1)NCc1ccco1	-9%	i	-8%	13%	1%
COc1ccc(F)c(C2C(C#N)=C(N)Oc3n[nH]c(C(C)(C)C)c32)c1 (stereo not given)	7%	5.8%	-7%	6%	5%
COC(=O)N/N=C1\CCCc2c(C)cc(C)cc21	-5%	0.7%	-7%	8%	4%
NC(=O)C[n+]1cccc(/C=N/O)c1	-9%	1.0%	5%	-3%	2%
FC(F)(F)c1cccc(N2CCN(Cc3ccoc3)CC2)c1	2%	3.3%	12%	-9%	-5%
CC(c1ccccc1)n1cncc1C(=O)N1CCCC1=O (stereo not given)	-6%	i	1%	-9%	-21%
O=[N+]([O-])c1cccc(C2=NCCC(c3ccccc3)O2)c1 (stereo not given)	21%	0.2%	17%	1%	7%	VEEV TC-83 Vero 10K pilot screen=0.0
CSc1nc(N2CCOCC2)c2c(c1C#N)CCCCC2	-2%	8.1%	47%	-7%	8%
COC(=O)/C(=C1/Oc2cc(C)oc(=O)c2S1)C(F)(F)F	9%	1.4%	<0.1µM*	-3%	6.2µM*
COc1ccc(C)cc1Nc1n[n+](-c2ccccc2)c(-c2ccc(SC)cc2)s1	8%	0.3%	/	0%	?
Cc1ccc(CNC(=O)c2ccccc2NS(=O)(=O)c2ccc(Cl)nc2)cc1	-9%	5.9%	58%	-7%	-5%
Cc1cccn2c(=O)c(/C=C(\C#N)C(=O)NCc3ccco3)c(N3CCOCC3)nc12	/	9.3%	20%	5%	-6%
O=C(N/N=C/c1c[nH]c2ccccc12)C1CC1(c1ccccc1)c1ccccc1 (stereo not given)	-2%	1.2%	2%	-7%	4%
C=CCn1nc(-c2ccccc2)cc1C(=O)OCC	5%	i	-6%	-11%	-2%
COc1ccc(CNn2cnnc2)c(O)c1	-7%	3.0%	-9%	-4%	12%
Cc1ccsc1C(=O)C1CCCN(Cc2c(C)nn(C(C)C)c2C)C1 (stereo not given)	0%	i	0%	-7%	0%
Cc1ccc(C(c2nnnn2C2CCCCC2)N(C)C2CCCCC2)cc1 (stereo not given)	8%	i	-6%	-6%	2%
O=C(Nc1ccccc1-c1ccccc1)c1ccc(=O)[nH]n1	-2%	1.2%	3%	4%	8%
CN(Cc1ccccc1)C(=O)c1ccc2c(c1)NC(=O)C(N1CCOCC1)S2 (stereo not given)	-7%	i	/	/	/
O=C(NCc1ccc2c(c1)OCO2)c1nc(Cn2cc(Br)cn2)no1	-5%	0.1%	6%	-10%	7%
CCOC(=O)CCNC(=O)N1CCCC(C(=O)c2ccc3c(c2)OCO3)C1 (stereo not given)	1%	2.2%	7%	-8%	5%

Compound activity (PubChem)

This is a random part of the collection; any-hit rate near 1.4%.
